Screens: PubChem, several laboratories
Anthrax LF inh2 = Bacillus anthracis LF protease inhibitors, primary screen, biochemical, multiplex microsphere, MLPCN library | AID 588501, 2011 | multiplex microsphere protease cleavage assay | inhibition, % at 10 µM | Lethal factor (Bacillus anthracis), P15917 | actives 0.12% (n = 360,000); note: plate controls were buffer without enzyme for full effect and enzyme alone for no effect
Target sequence (P15917 whole entry, looked up): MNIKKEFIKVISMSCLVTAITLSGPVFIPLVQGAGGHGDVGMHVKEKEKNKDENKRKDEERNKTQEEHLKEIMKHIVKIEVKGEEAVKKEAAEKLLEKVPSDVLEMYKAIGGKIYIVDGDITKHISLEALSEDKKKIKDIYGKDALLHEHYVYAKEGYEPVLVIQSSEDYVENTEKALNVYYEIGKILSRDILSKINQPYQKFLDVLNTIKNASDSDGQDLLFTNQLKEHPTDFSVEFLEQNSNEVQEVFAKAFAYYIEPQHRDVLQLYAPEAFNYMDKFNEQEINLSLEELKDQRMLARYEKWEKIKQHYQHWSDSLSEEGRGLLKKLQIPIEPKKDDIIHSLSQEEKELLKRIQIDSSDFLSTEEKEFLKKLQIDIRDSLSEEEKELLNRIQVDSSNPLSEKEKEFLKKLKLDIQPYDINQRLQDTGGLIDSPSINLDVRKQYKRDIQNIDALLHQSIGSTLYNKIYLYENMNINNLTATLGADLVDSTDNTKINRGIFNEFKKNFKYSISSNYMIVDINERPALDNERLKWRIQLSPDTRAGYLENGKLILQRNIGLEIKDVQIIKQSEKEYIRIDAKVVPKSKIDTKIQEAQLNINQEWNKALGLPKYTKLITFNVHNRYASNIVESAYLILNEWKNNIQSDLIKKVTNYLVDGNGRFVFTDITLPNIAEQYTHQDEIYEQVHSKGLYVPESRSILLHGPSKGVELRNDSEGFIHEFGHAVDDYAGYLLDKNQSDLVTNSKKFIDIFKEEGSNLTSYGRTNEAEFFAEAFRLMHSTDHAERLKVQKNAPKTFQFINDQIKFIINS
SSB-PriA inh = inhibitors of Klebsiella pneumoniae PriA binding to SSB C-terminal tail, primary screen, biochemical, AlphaScreen; PriA–SSB C-terminal tail interaction (Klebsiella pneumoniae); inhibition, % at 33 µM; AlphaScreen SSBct-PriA binding, biotinylated peptide; actives 0.6% (n = 430,000); in the data active = inhibition mostly above about 37%, no sharp cut-off; inactive = mostly below about 20%;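 note: plate controls were negative control peptide for no effect and reference peptide for full effect; strong numbers were not always called active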
PfHsp40 rescue = rescue of yeast from PfHsp40 toxicity, primary screen, S. cerevisiae, ATP luminescence | actives 0.68% (n = 340,000) | S. cerevisiae expressing PfHsp40, growth rescue | growth rescue, % at 12.5 µM; in the data active = growth rescue above about 28%, passing the limit was not always enough;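 note: yeast W303a lacking pdr1 and pdr3 grown in galactose medium; growth measured after three days at 30 °C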
CCHFV vOTU inh = CCHFV vOTU protease inhibitors, primary screen, biochemical, Pep-AMC substrate, fluorescence. AID 651958, 2012. inhibition, % at 11.5 µM. actives 0.55% (n = 370,000); in the data active = inhibition above about 30%; note: 0% = vehicle wells with enzyme and 100% = no enzyme wells
BH1578 lux ind = inducers of Vibrio cholerae quorum light production without autoinducers, primary screen, BH1578 luxS cqsA deficient, single point; V. cholerae BH1578 lux reporter, luminescence, 6 h; activation, % at 18.7 µM; actives 0.16% (n = 350,000); in the data active = activation mostly above about 9.7%, no sharp cut-off; note: not every result past the cut was called active; inactives centre near 0; reference of the scale not given here
SARS 3CLpro inh = SARS-CoV 3CLpro protease inhibitors, primary screen, biochemical, quenched FRET | Replicase polyprotein 1ab (Severe acute respiratory syndrome coronavirus), P0C6X7 | recombinant SARS-CoV 3CLpro, quenched FRET peptide cleavage | inhibition, % at 6 µM | actives 0.14% (n = 290,000); in the data active = inhibition above about 12%
Y pestis TopoI = Yersinia pestis topoisomerase I inhibitors, primary screen, biochemical, cleavage product accumulation, plate reader, single point | activity, % at 10 µM | Y. pestis Topo-I cleavage product accumulation | DNA topoisomerase I (Yersinia pestis CO92) | AID 504884, 2011 | actives 0.064% (n = 360,000); in the data active = activity above about 50%, passing the limit was not always enough; note: inactives centre near 2
BoNT A protease = BoNT/A light chain protease inhibitors, primary screen, biochemical, flow cytometry, MLPCN library; Botulinum neurotoxin type A light chain protease (Clostridium botulinum A str. ATCC 3502); multiplex microsphere protease substrate cleavage; inhibition, % at 10 µM; actives 0.17% (n = 360,000); note: plate controls were buffer without enzyme for full effect and enzyme alone for no effect
TcdB inh = TcdB glycohydrolase inhibitors, primary screen, biochemical, single point, plate reader. Toxin B (Clostridioides difficile), P18177. TcdB glycohydrolase enzymatic assay. inhibition, % at 9.99 µM. actives 0.24% (n = 350,000); in the data active = inhibition above about 10%
DUSP3 inh = VHR1 phosphatase inhibitors, primary screen, biochemical, absorbance, uHTS | Dual specificity protein phosphatase 3 (Homo sapiens), P51452 | inhibition, % at 13.3 µM | actives 0.52% (n = 290,000) | recombinant VHR phosphatase, pNPP absorbance; in the data active = inhibition above about 50%; note: some compounds called inactive have numbers as strong as hits
Target sequence (P51452 whole entry, looked up): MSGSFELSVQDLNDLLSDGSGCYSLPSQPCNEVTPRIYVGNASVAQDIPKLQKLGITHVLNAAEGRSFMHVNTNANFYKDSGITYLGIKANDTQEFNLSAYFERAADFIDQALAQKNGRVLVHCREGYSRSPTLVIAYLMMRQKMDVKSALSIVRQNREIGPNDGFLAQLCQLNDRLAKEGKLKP
The depositor's hits bear a star; i = inactive; · = not tested or not shown. Cut-off read from the data, not from the text of the source, unless noted: active = inhibition above about 30%; inconclusive = no clear call, values can overlap the other calls; inactive = below that.

cpd	smiles	Anthrax LF inh2	SSB-PriA inh	PfHsp40 rescue	CCHFV vOTU inh	BH1578 lux ind
1	CCOC(=O)C1CCN(S(=O)(=O)c2cc(C(=O)N3CCCCC3)ccc2OC)CC1	-2	1	-0.2	-6	-0.1
2	CC1(C)CC(NC(=O)c2coc(=O)c(Br)c2)CC(C)(C)N1	4	-17	0.5	-10	·
3	CN1C(=O)C(C)(C)c2cc(S(=O)(=O)N3CCN(c4ccc(F)cc4)CC3)ccc21	-3	-1	-0.8	2	i
4	CCOC(=O)N1CCC(NC(=O)CCC(=O)N2CCOc3ccccc32)CC1	-2	-9	0.0	-1	-0.2
5	Cc1ccccc1C(=O)NNC(=O)C1CC(=O)N(c2ccc3c(c2)OCCO3)C1 (stereo unspecified)	3	-3	-0.7	10	i
6	Cc1ccc(C)c(N2CCN(C(=O)C3CCCN(S(=O)(=O)c4cnc[nH]4)C3)CC2)c1 (stereo unspecified)	-4	0	-0.4	-4	-0.2
7	CC(C)Cn1c(N)c(C(=O)COC(=O)/C=C/c2cccs2)c(=O)n(C)c1=O	-11	-16	1.7	22	i
8	CCCCn1cnc2c1c(=O)[nH]c(=O)n2CCCC	-4	-12	0.2	2	-0.6
9	Cc1ccccc1N/C=C/C(=C(C#N)C#N)N(C)C	-4	-1	-1.3	9	-6.7
10	O=C(NCc1ccc(F)cc1)C(=O)c1cn(CC(=O)N2CCCC2)c2ccccc12	2	22	0.3	5	i

cpd	SARS 3CLpro inh	Y pestis TopoI	BoNT A protease	TcdB inh	DUSP3 inh
1	-5	16	-2.0	-0.2	-2
2	6	5	0.2	·	8
3	2	10	-1.7	1.1	-6
4	1	-2	-0.4	·	-4
5	·	-1	-0.3	-2.8	·
6	3	13	0.2	1.1	13
7	5	8	0.5	0.4	10
8	0	-3	-0.2	·	-21
9	0	-5	-0.5	0.3	-1
10	-7	28	-0.5	-3.2	62

Structures listed so far containing four or more nitrogen atoms:
cpd	smiles	Anthrax LF inh2	SSB-PriA inh	PfHsp40 rescue	CCHFV vOTU inh	BH1578 lux ind
6	Cc1ccc(C)c(N2CCN(C(=O)C3CCCN(S(=O)(=O)c4cnc[nH]4)C3)CC2)c1 (stereo unspecified)	-4	0	-0.4	-4	-0.2
8	CCCCn1cnc2c1c(=O)[nH]c(=O)n2CCCC	-4	-12	0.2	2	-0.6
9	Cc1ccccc1N/C=C/C(=C(C#N)C#N)N(C)C	-4	-1	-1.3	9	-6.7

cpd	SARS 3CLpro inh	Y pestis TopoI	BoNT A protease	TcdB inh	DUSP3 inh
6	3	13	0.2	1.1	13
8	0	-3	-0.2	·	-21
9	0	-5	-0.5	0.3	-1

Additional records follow:
cpd	smiles	Anthrax LF inh2	SSB-PriA inh	PfHsp40 rescue	CCHFV vOTU inh	BH1578 lux ind
11	CC(CNC(=O)c1cc(COc2ccc3ncccc3c2)on1)c1ccccc1 (stereo unspecified)	0	-8	8.8	2	·
12	Cc1cccc(OCCCN2C(=O)C(=O)c3cc(C)ccc32)c1	-7	16	0.8	3	-0.8
13	O=C(NCC(c1ccco1)N1CCOCC1)c1ccc(F)cc1 (stereo unspecified)	-1	-10	-2.1	1	i
14	COc1ccc(-c2cc(NC=O)c3ncc(-c4ccc(C(C)=O)cc4)n3c2)cn1	3	·	·	-9	-1.1
15	CCc1nnc(NC=C2C(=O)OC(C)(C)OC2=O)s1	-4	-2	1.2	-16	7.1
16	CCn1cc(C(=O)N(C)c2ccccc2F)c2cc(OC)c(OC)cc2c1=O	-7	-10	0.1	-13	0.8
17	CCCCCCN1CC(=O)N2[C@@H](Cc3c([nH]c4ccccc34)C2(C)C)C1=O	0	-3	0.0	20	i
18	CCCCN(CC)CCNC(=O)Cn1cc2c(n1)-c1c(oc(C(=O)N3CCCC3)c1C)CC2	0	-11	-0.7	-2	-3.4
19	O=C(Oc1cc(=O)oc2ccccc12)c1ccccc1	4	-14	0.0	-6	-0.5
20	CC(=O)/C(C(=N)N1CCN(c2cccc(Cl)c2)CC1)=C(\C)O	-6	·	0.3	7	i

cpd	SARS 3CLpro inh	Y pestis TopoI	BoNT A protease	TcdB inh	DUSP3 inh
11	2	38	-1.6	0.1	18
12	2	21	-0.1	0.5	26
13	·	4	-1.8	-0.5	·
14	·	13	0.2	1.5	·
15	-1	6	0.1	0.3	24
16	0	1	0.2	-0.6	10
17	0	11	-0.6	0.9	12
18	3	10	0.0	0.9	-4
19	10	0	-0.3	0.8	16
20	6	-9	-2.9	0.8	-9

cpd	smiles	Anthrax LF inh2	SSB-PriA inh	PfHsp40 rescue	CCHFV vOTU inh	BH1578 lux ind
21	Clc1ccc(CSc2nnc(-c3cccnc3)o2)cc1	1	-11	2.3	-11	i
22	COc1ccc(OC2CCN(C(=O)Nc3ccc(C)cc3)CC2)cc1	-2	-10	0.4	12	0.4
23	C/C(=N/NC(=O)c1cc(Cl)ccc1O)C12CC3CC(CC(C3)C1)C2	3	·	1.3	0	-1.6
24	COc1ccc(C(=O)NCC(=O)N2CCCC(C(F)(F)F)C2)cc1OC (stereo unspecified)	0	7	-0.9	-2	5.6
25	COc1cc(C=O)ccc1OCC(=O)Nc1cccc(S(=O)(=O)N(C)c2ccccc2)c1	·	5	2.3	-6	-0.1
26	CC(C)N1CCC(=NNC(=O)c2cccs2)CC1	0	-12	-0.7	5	-0.5
27	CCc1nn(CCCC(=O)N2CCN(c3ccc(OC)cc3)CC2)c(=O)c2cc3occc3n12	-1	7	-0.9	-8	0.7
28	CC(C)(C)c1ccc(Oc2ncccc2NC(=O)c2cccs2)cc1	·	1	-1.7	-11	0.8
29	COc1cc(C2NC(=O)N(C)C3=C2C(=O)CCC3)cc(OC)c1OC (stereo unspecified)	-9	-5	0.5	-10	-6.7
30	COc1ccccc1NC(=O)c1cc[n+](C)cc1	4	-16	-2.7	-3	i

cpd	SARS 3CLpro inh	Y pestis TopoI	BoNT A protease	TcdB inh	DUSP3 inh
21	5	2	-0.5	·	10
22	1	9	-1.5	0.1	5
23	5	-4	-0.9	·	9
24	·	-7	0.6	3.1	·
25	·	4	·	2.9	·
26	1	-6	-0.6	0.2	2
27	-2	5	-0.4	1.9	57*
28	2	-2	·	1.0	13
29	-1	-10	-3.3	-0.1	2
30	4	4	2.2	1.7	-3

cpd	smiles	Anthrax LF inh2	SSB-PriA inh	PfHsp40 rescue	CCHFV vOTU inh	BH1578 lux ind
31	O=C(CN(C(=O)c1csnn1)c1cccc(C(F)(F)F)c1)NCc1ccc(F)cc1	8	5	0.2	3	-4.8
32	COc1cc(OC)cc(C(=O)N[C@H](C(=O)Nc2nc3ccccc3[nH]2)C(C)C)c1	-1	5	0.3	-3	-5.6
33	COc1ccc(-n2nc(C(=O)NCc3cc(OC)ccc3OC)c3c4ccccc4n(C)c3c2=O)cc1	1	1	-0.5	-7	i
34	CN(C)c1ccc(/C=C/c2nc3ccccc3c(=O)[nH]2)cc1	23	5	-0.3	-13	i
35	COc1ccc(-c2nsc3c(N4CCN(C(=O)c5ccco5)CC4)ncnc23)cc1	-1	-14	5.5	2	-2.6
36	O=C(Cn1nnc2ccccc21)N/N=C/c1ccco1	0	·	1.3	2	-0.4
37	COc1cnn(-c2ccc([N+](=O)[O-])cc2)c(=O)c1Cl	11	-10	-1.0	-11	-0.6
38	O=S1(=O)NC(=NCc2ccco2)c2ccccc21	-4	-7	2.3	1	i
39	Cc1ccc(OC(C)C(=O)N2CC(=O)Nc3ccccc32)cc1 (stereo unspecified)	-20	-1	-0.5	-6	-0.4
40	CCN(CC)C(=O)CSc1nnc(CNc2ccc(F)cc2)o1	1	-12	-0.8	5	i

cpd	SARS 3CLpro inh	Y pestis TopoI	BoNT A protease	TcdB inh	DUSP3 inh
31	-1	3	-2.7	1.2	7
32	4	10	-0.5	-0.6	3
33	0	3	-0.5	-0.1	4
34	0	2	1.0	-2.0	-15
35	0	11	1.2	·	31
36	8	0	-1.1	1.4	15
37	·	-4	-4.4	-0.9	·
38	-7	4	-0.1	1.0	2
39	4	-4	-3.0	1.1	-14
40	0	3	0.9	·	15

Brought forward from above: 2 entries; new compounds follow.
cpd	smiles	Anthrax LF inh2	SSB-PriA inh	PfHsp40 rescue	CCHFV vOTU inh	BH1578 lux ind
39	Cc1ccc(OC(C)C(=O)N2CC(=O)Nc3ccccc32)cc1 (stereo unspecified)	-20	-1	-0.5	-6	-0.4
40	CCN(CC)C(=O)CSc1nnc(CNc2ccc(F)cc2)o1	1	-12	-0.8	5	i
41	COc1cc(/C=C(/C#N)c2ccc(C)cc2)ccc1Oc1ccc([N+](=O)[O-])cn1	-2	-4	3.5	-17	2.3
42	C/C(=N\O)C(C)(C)Nc1cccc(Br)c1	-2	·	-0.2	0	-0.5
43	COc1ccc(S(=O)(=O)Cc2ccc(C(=O)N3CCN(c4ccccc4F)CC3)o2)cc1	-3	-11	0.7	-2	-0.5
44	O=C(Nc1ccc(-c2nc3ccccc3c(=O)o2)cc1)c1ccco1	-2	-19	1.3	-11	-0.2
45	CCOC(=O)N1CCN(C(=O)c2cccc(N3C(=O)NC4CC3(C)Oc3ccc(Cl)cc34)c2)CC1 (stereo unspecified)	1	8	4.3	15	0.0
46	CN1CCN(c2ccc(NC(=O)COc3ccc(Cl)cc3Cl)cc2)CC1	-19	8	-0.6	-7	-0.3
47	O=C(CNC(=O)c1cccc(F)c1)N/N=C/c1cc(Br)ccc1OC(=O)/C=C/c1ccco1	2	·	5.8	-4	-0.2
48	CCN(CC(=O)Nc1cccc(OC)c1)C(=O)c1ccc(C)s1	-5	-3	-1.6	11	-0.2
49	CCOC(=O)C(C)(C)N(Cc1ccc(C)cc1)S(=O)(=O)c1ccc(Cl)c([N+](=O)[O-])c1	0	5	2.5	12	-0.2
50	Cc1nn(C)c(C)c1/C=C/C(=O)c1ccccc1	-4	6	-1.3	-6	i

cpd	SARS 3CLpro inh	Y pestis TopoI	BoNT A protease	TcdB inh	DUSP3 inh
39	4	-4	-3.0	1.1	-14
40	0	3	0.9	·	15
41	-1	11	1.2	1.0	4
42	3	-9	0.1	1.8	-12
43	-1	-1	-0.8	-7.6	46
44	-2	4	1.4	·	15
45	3	27	0.1	1.5	1
46	-2	3	-1.4	·	29
47	0	21	0.1	-0.9	-8
48	3	-4	-1.6	·	31
49	5	43	-0.6	1.7	0
50	-2	1	-6.3	·	23

cpd	smiles	Anthrax LF inh2	SSB-PriA inh	PfHsp40 rescue	CCHFV vOTU inh	BH1578 lux ind
51	Cc1ccc(C(=O)CCC(=O)OCC(=O)Nc2cc(S(=O)(=O)N(C)C)ccc2C)cc1	-5	·	·	0	-0.7
52	COc1ccc(NC(=O)COc2ccccc2)cc1NC(=O)c1ccco1	10	8	0.9	11	-0.3
53	CCCCCc1c(-c2ccccc2F)ncn1CCc1ccccc1OC	5	·	·	20	·
54	O=C(Nc1ccccc1NC(=O)c1ccccc1F)c1ccccc1F	-4	-8	0.7	-15	-1.2
55	CC(C)N(C(=O)COC(=O)c1cccc(S(=O)(=O)N2CC3(C)CC2CC(C)(C)C3)c1)C(C)C (stereo unspecified)	0	-4	3.6	29	-0.4
56	Cc1ccc(N2CCN(C(=S)c3ccc(-c4cccc([N+](=O)[O-])c4)o3)CC2)cc1	0	-5	1.1	8	5.6

cpd	SARS 3CLpro inh	Y pestis TopoI	BoNT A protease	TcdB inh	DUSP3 inh
51	·	21	-0.1	0.6	·
52	2	-1	0.5	0.6	6
53	·	·	0.0	0.6	·
54	0	-5	-1.1	-0.4	24
55	·	4	-0.9	0.6	·
56	0	-3	4.9	1.3	6

Not all compounds are listed, so the mix of outcomes need not match the whole.
